Screening results: PubChem, several laboratories
NS5 inhibitors = Dengue-2 NS5 methyltransferase inhibitors, primary screen, biochemical, confirmation dose response (AID 588689); Dengue-2 NS5 methyltransferase capping enzyme assay, biochemical; higher % means a stronger effect; inhibition, % at 25 µM; hits with a dose series show IC50 in µM; 0.3% of 340,000 active; in the data active means a potency from the dose series; inconclusive means inhibition above about 29% without an active follow-up result
Myeloid diff 2 = induction of myeloid progenitor differentiation, primary screen, cell-based, flow cytometry, MLPCN library. 1% of 360,000 active. AID 624256, 2012. ER-HoxA9 myeloid progenitors, lysozyme-GFP differentiation. calls only at 10 µM;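 active means normalized GFP-positive differentiation at or above the plate's own cutoff, the solvent-only control mean plus 3 SD; inconclusive means no clear call, values can overlap the other calls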;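 further: cells exposed to compound for four days before flow analysis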
NS5 inhibitors pilot replicate = further read-out of NS5 inhibitors, marked with its call; inhibition, %; measured here: pilot screen replicate inhibition
Myeloid diff 2 GFP+ MAC1+ % = further read-out of Myeloid diff 2, marked with its call; GFP+ MAC1+ double positive, %; measured here: differentiation confirmed by MAC1 staining
An asterisk follows results filed as active; i = inactive; ? = inconclusive; . = not tested or not shown. These rows are one share of the data. The share of hits here may be higher or lower than overall.

SMILES | NS5 inhibitors | Myeloid diff 2 | Myeloid diff 2 GFP+ MAC1+ % | others
COc1cc(/C=C/c2ccc(/C=C/c3cc(OC)c(OC)c(OC)c3)cc2)cc(OC)c1OC | -8.1% | i | 0.8
CCOC(=O)c1[nH]cnc1C(=O)N1CCC(C)CC1 | 0.0% | i | 1.1
Cc1cc(Cl)ccc1OCC(=O)NNC(=O)C1CCN(c2ncnc3sc(C)c(C)c23)CC1 | -5.9% | i | 2.0
CCN(CC)S(=O)(=O)c1ccc(NC(=O)CO/N=C(\N)c2ccccc2)cc1 | -0.7% | i | 0.7
COc1ccc(C)cc1NC(=O)CN1C(=O)C2CC=CCC2C1=O (stereo unspecified) | -3.0% | i | 0.1
COc1cccc(CN(C)C[C@@H]2OCc3cnnn3CCCC(=O)N([C@H](C)CO)C[C@H]2C)c1 | -1.6% | i | 0.5
Cc1noc(C)c1C(=O)OC(C)C(=O)N1CCc2ccccc21 (stereo unspecified) | -3.6% | i | 0.6
Cc1onc(-c2ccccc2)c1C(=O)OCC(=O)Nc1ccc(C#N)cc1 | -6.3% | i | 0.5
CCN(CC1COc2ccccc2O1)C(=O)CN1C(=O)NC(C)(c2ccccc2)C1=O (stereo unspecified) | -11.9% | i | 0.5
O=C(Cc1cccc(NC(=O)C2CCN(C(=O)C3CCCC3)CC2)c1)Nc1cccc(C(=O)N2CCCC2)c1 | -1.6% | i | 1.9
COC(=O)c1ccc(CNC(=O)COC(=O)/C=C/c2ccc(O)c(OC)c2)cc1 | -7.7% | i | 1.3
CC(=O)OCC(=O)C1(O)CCC2C3CCC4=CC(=O)CCC4(C)C3C(O)CC21C (stereo unspecified) | 2.2% | i | 8.5
C=CCCN([C@H](CO)Cc1ccccc1)S(=O)(=O)c1ccccc1Br | -3.6% | i | 0.5 | NS5 inhibitors pilot replicate=3.6
COc1ccc(NC(=O)CSc2nnc(Cc3ccc(C)cc3)c(=O)n2N)cc1 | 9.4% | i | 0.9
CCOc1ccc(NC(=O)CSc2nccn(-c3ccc4c(c3)OCCO4)c2=O)cc1 | 1.5% | i | 0.6
O=[N+]([O-])c1ccc(C[n+]2ccccc2)cc1 | -0.8% | i | 2.6
N#CN=CN1CC=C(c2ccc(Cl)cc2)CC1 | 2.9% | i | 0.8
Cc1cccc(C)c1NC(=O)C(C)NCc1cccs1 (stereo unspecified) | 4.4% | i | 1.7
Cc1ccc(S(=O)(=O)N(C)CC(=O)N(C)CCOc2ccccc2)cc1 | -1.6% | i | 1.4
CC(=O)c1c(C)[nH]c(C(=O)NNC(=O)c2ccc(C)cc2)c1C | -8.3% | i | 0.4
COc1ccccc1CC(=O)Nc1ccc2c(c1)OC1(CCCC1)O2 | -4.6% | i | 2.3
O=C1COc2c1ccc(O)c2O | 17.5% | i | 0.7
COc1ccc(S(=O)(=O)N2CCOCC2)cc1NS(=O)(=O)c1ccc(F)c(F)c1 | 1.9% | i | 0.6
COc1ccc(C2CC(c3cccc(Cl)c3)=NN2c2ccc(S(N)(=O)=O)cc2)cc1 (stereo unspecified) | -7.3% | i | 0.7 | NS5 inhibitors pilot replicate=0.9
O[C@H]1CN(CC2CCCCC2)[C@@H](c2ccc(Cl)cc2)C[C@@H]1n1cc(C2CC2)nn1 | 0.6% | i | 1.5

New compounds follow:
SMILES | NS5 inhibitors | Myeloid diff 2 | Myeloid diff 2 GFP+ MAC1+ % | others
O=C1C=C(c2ccc3ncccc3c2)C[C@@H](c2ccc(Cl)cc2)C1 | -5.6% | i | 1.9
Cc1cn([C@H]2C[C@H](O)[C@@H](CNCc3cc(Br)ccc3OCc3ccccc3)O2)c(=O)[nH]c1=O | 4.0% | i | 0.7
CC(C)CCN1CCC(CN2CCNC(=O)C2=O)CC1 | 4.6% | i | 0.8 | NS5 inhibitors pilot replicate=-3.7
O=C(COC(=O)c1ccc(Cl)c(S(=O)(=O)N2CCCCC2)c1)NC1CCCCC1 | 7.5% | i | 2.5
O=C(Nc1ccccc1)c1ccccc1NC(=O)c1ccccc1[N+](=O)[O-] | 3.1% | i | 0.3
CC1CCCC(NC(=O)COC(=O)CCC(=O)c2cccs2)C1C (stereo unspecified) | -3.2% | i | 0.4
Cc1ccc(C(=O)OCC(=O)Nc2cccc(S(=O)(=O)N3CCOCC3)c2)o1 | -9.3% | i | 0.6
COc1cc(C)c(C(=O)Oc2cc(C)c(C(=O)O)c(O)c2C)c(O)c1C(=O)O | 5.1% | i | 1.6
COc1ccc(NC(=O)CN(C)CC(=O)N(CC(C)C)c2c(N)n(CC(C)C)c(=O)[nH]c2=O)cc1 | -4.5% | i | 0.2
Cc1nc(SCC(=O)NC2CCCC2)c2oc3ccccc3c2n1 | 0.0% | i | 0.5
COc1cc(CCC(=O)Nc2ccc(S(=O)(=O)N3CCOCC3)cc2)cc(OC)c1OC | -2.2% | i | 1.0
Cc1ccc(CN(C)C[C@H]2OCc3cnnn3CCCC(=O)N([C@@H](C)CO)C[C@@H]2C)cc1 | 0.0% | i | 0.3
CC[C@]12C(=O)N(C)C[C@H]([C@@H]3C(=O)N(C)C(=O)[C@@H]31)N2C(=O)c1ccc(Cl)cc1 | 1.2% | i | 1.3
CC1Cc2ccccc2N1C(=O)C(C)n1cc(C(F)(F)F)cc(Cl)c1=O (stereo unspecified) | -9.0% | i | 1.0
COc1ccc([C@H]2CC(=O)C=C(c3ccc(C)c4ccccc34)C2)cc1 | -1.6% | i | 1.4
Nc1nc(SCc2ccccc2)c2ncn(Cc3ccccc3)c2n1 | -3.9% | i | 0.7
CCCN(CC(=O)Nc1ccccc1C)C(=O)COc1c(Cl)cccc1Cl | -2.2% | i | 1.3
CC(=O)N1CCc2c(sc(NC(=O)c3ccc(S(=O)(=O)N(C)C)cc3)c2C#N)C1 | -5.5% | i | 2.9
Nc1ccc2c(c1)C(=O)c1cc(Cl)c(Cl)cc1-2 | -5.4% | i | 2.0
CCOC(=O)c1sc(NC(=O)C(CC)Sc2nc3ccccc3[nH]2)nc1C (stereo unspecified) | -4.3% | i | 1.1
c1cc2c(c(CC3CO3)c1CC1CO1)OCCOCCOCCOCCO2 (stereo unspecified) | -0.6% | ? | .
CC(=O)c1cccc(NC(=O)CNC(=O)Cc2cccc3ccccc23)c1 | -14.0% | i | 1.2
CCN(CC(=O)Nc1ccccc1C(F)(F)F)C(=O)C1CC(=O)N(Cc2ccccc2)C1 (stereo unspecified) | -3.6% | i | 0.4
CN(Cc1ccccc1)C(=O)COC(=O)COc1ccc(Cl)cc1 | 1.6% | i | 0.5
O=C(Nc1ccn(CCCNCC2CCCCC2)c(=O)n1)OCc1ccccc1 | 5.5% | i | 0.7

Next section, overlapping the part above by six compounds.
SMILES | NS5 inhibitors | Myeloid diff 2 | Myeloid diff 2 GFP+ MAC1+ % | others
CCOC(=O)c1sc(NC(=O)C(CC)Sc2nc3ccccc3[nH]2)nc1C (stereo unspecified) | -4.3% | i | 1.1
c1cc2c(c(CC3CO3)c1CC1CO1)OCCOCCOCCOCCO2 (stereo unspecified) | -0.6% | ? | .
CC(=O)c1cccc(NC(=O)CNC(=O)Cc2cccc3ccccc23)c1 | -14.0% | i | 1.2
CCN(CC(=O)Nc1ccccc1C(F)(F)F)C(=O)C1CC(=O)N(Cc2ccccc2)C1 (stereo unspecified) | -3.6% | i | 0.4
CN(Cc1ccccc1)C(=O)COC(=O)COc1ccc(Cl)cc1 | 1.6% | i | 0.5
O=C(Nc1ccn(CCCNCC2CCCCC2)c(=O)n1)OCc1ccccc1 | 5.5% | i | 0.7
O=S(=O)(c1ccccc1)c1cnc2ccccc2c1 | 5.2% | i | 1.4
Cc1cccc(NC(=O)CSCC(=O)Nc2ccc(S(=O)(=O)N3CCOCC3)cc2)c1 | 1.4% | i | 1.0
Cc1cc(-c2nc3ncccc3o2)ccc1NC(=O)c1ccc([N+](=O)[O-])o1 | -0.7% | i | 0.7
CN(Cc1ccccc1Br)C(=O)CSc1nnnn1C1CC1 | -6.6% | i | 0.3
CNC(=O)C[C@@H]1C(=O)N(CCc2ccccc2)CC1(C)C | 2.9% | i | 0.4
Cc1cc(C)n(-c2cc(N3CCN(C(=O)c4ccccc4C)CC3)ccc2[N+](=O)[O-])n1 | -0.8% | i | 1.2
N[C@@H](Cc1ccccc1)C(=O)N1CCOCC1 | -2.0% | i | 1.4
O=C1OCC(CC2=C(O)C(=O)OC2)=C1O | 9.3% | i | 0.9
COc1ccc(CCNC(=O)CN2C(=O)NC3(CCCCC3C)C2=O)cc1 (stereo unspecified) | -0.8% | i | 1.9
COc1cc(/C=C/C(=O)N(C)CC(=O)Nc2ccccc2SC)cc(OC)c1OC | -0.7% | i | 0.5
NC(=O)c1csc(CCNC(=O)c2ccccc2)n1 | -1.7% | i | 0.8
COc1ccc(C(CNC(=O)c2ccc(-c3cccc(C(F)(F)F)c3)o2)N2CCOCC2)cc1 (stereo unspecified) | -9.4% | i | 0.6
CCc1ccc(-c2nc(SCC(=O)N(CC)C3CCS(=O)(=O)C3)n[nH]2)cc1 (stereo unspecified) | -3.7% | i | 0.4
COc1ccc(NC(=S)NCCCn2ccnc2)cc1 | -0.8% | i | 0.5
N#CCCN(C(=O)COC(=O)C1CCN(S(=O)(=O)c2ccccc2C(F)(F)F)CC1)c1ccccc1 | 0.7% | i | 0.4
CCOC(=O)C1CCN(C(=O)COC(=O)/C=C/c2cccc(OC)c2OC)CC1 | -4.4% | i | 0.3
Cc1ccc(S(=O)(=O)N(C)C)cc1NC(=O)COC(=O)/C=C/c1ccc(F)cc1 | -1.5% | i | 1.5
Cc1c2cnn(CC(=O)NCCN3CCOCC3)c(=O)c2c(C)n1Cc1ccccc1F | -4.9% | i | 2.7
CCOc1ccc(N2C(=O)c3ccccc3NC2(C)CC)cc1 (stereo unspecified) | -0.8% | i | 0.4
COc1ccc(CC(=O)NNC(=O)c2cc(C)oc2C)cc1OC | -2.2% | i | 0.6
CCCc1ccc(S(=O)(=O)N2CCN(C(C)C(=O)NC3CCCC3)CC2)cc1 (stereo unspecified) | -7.3% | i | 1.1
CC(C)(C)c1ccc(C(=O)NNC(=O)CNC(=O)c2cccs2)cc1 | 0.0% | i | 1.0
O=S(=O)(NCCSCc1ccc(Cl)c(Cl)c1)c1ccc2c(c1)OCCO2 | -9.5% | i | 0.5
CN(CC(=O)Nc1c(Cl)cccc1Cl)C(=O)Cc1cccs1 | -8.4% | i | 0.6
Cc1nc(C)c(C(=O)OC(C)C(=O)Nc2ccc(F)cc2)s1 (stereo unspecified) | -3.8% | i | 0.9

Brought forward from above: 3 entries; new compounds follow.
SMILES | NS5 inhibitors | Myeloid diff 2 | Myeloid diff 2 GFP+ MAC1+ % | others
O=S(=O)(NCCSCc1ccc(Cl)c(Cl)c1)c1ccc2c(c1)OCCO2 | -9.5% | i | 0.5
CN(CC(=O)Nc1c(Cl)cccc1Cl)C(=O)Cc1cccs1 | -8.4% | i | 0.6
Cc1nc(C)c(C(=O)OC(C)C(=O)Nc2ccc(F)cc2)s1 (stereo unspecified) | -3.8% | i | 0.9
O=[N+]([O-])c1cccc(COc2ccc(CN3CCCCC3)cc2)c1 | -1.3% | i | 1.0 | NS5 inhibitors pilot replicate=2.1
COc1cccc(NC(=O)CSc2nnc(CNC(=O)c3ccco3)n2C)c1 | 5.1% | i | 0.8
COc1ccc(NC(=O)CN(C)C(=O)c2cccc(S(=O)(=O)Nc3ccc(F)cc3)c2)cc1 | -7.4% | i | 1.0
COc1ccc(CN(C)C(=O)[C@H](Cc2ccccc2)NC(=O)c2ccco2)c(OC)c1 | 0.4% | i | 0.4
CCN(CCS(=O)(=O)c1ccc(Br)cc1)Cc1nc2ccccc2c(=O)[nH]1 | -6.6% | i | 0.4
Cc1csc(=O)n1CCC(=O)OCc1nnc(-c2ccccc2Cl)o1 | -2.2% | i | 0.6
CC(C(=O)Nc1ccc(F)cc1Cl)N1CCN(S(=O)(=O)c2cccs2)CC1 (stereo unspecified) | 1.6% | i | 0.6
O=C1N[C@H](Cc2ccccc2)COC(=O)[C@H](Cc2ccc(F)cc2)CC/C=C/C[C@H]1CC(=O)N(CCO)Cc1ccccc1 | -12.0% | i | 0.7
O=C(CSc1ccc2c(c1)OCCO2)N1CCN(c2ccccc2)CC1 | -8.3% | i | 0.8
CC(C)(C)OC(=O)NCc1ccc(CNC(=O)c2ncn(Cc3ccccc3)c2C(=O)NCc2ccc(CNC(=O)OC(C)(C)C)cc2)cc1 | 3.9% | i | 1.9
c1ccc(N=C2SCCCS2)cc1 | -0.6% | i | 0.6
COc1ccc2oc(C(=O)N3CCN(S(=O)(=O)c4c(C)c(C)cc(C)c4C)CC3)c(C)c2c1 | 8.9% | i | 0.7
COc1cc(NC(=O)CCCN2C(=O)NC(C)(C)C2=O)cc(OC)c1 | 2.6% | i | 1.9
CC(C)Oc1ccc(S(=O)(=O)N2CCCCC2)cc1NC(=O)CN1CCCC1c1cccs1 (stereo unspecified) | -9.3% | i | 0.1
COc1ccc(CN(C)[C@H]2C[C@H]3c4[nH]c5ccccc5c4CCN3C[C@H]2[C@H](C)O)cc1 | 0.0% | i | 2.4
Cc1cccc(C)c1NC(=O)CNC(=O)C(C)N1CCCCC1 (stereo unspecified) | 7.7% | i | 0.5
NS(=O)(=O)c1ccc(CNC(=O)c2cc(S(=O)(=O)N3CCOCC3)ccc2N2CCCC2)cc1 | 3.3% | i | 0.6
Cc1cccc(NC(=O)c2ccc(C)c(S(=O)(=O)N3CCOCC3)c2)n1 | -1.5% | i | 0.8
CCc1ccc(C(=O)NNC(=O)CN2C(=O)NC(CC)(c3ccccc3)C2=O)cc1 (stereo unspecified) | 2.2% | i | 0.9
